Bioassay records as filed in PubChem BioAssay.
FBPA Giardia inh – blocks Giardia fructose-bisphosphate aldolase activity; Potency, µM (series often up to 59.6 µM), for inactives: at the highest dose activity, negative = inhibition, usual class: inhibitors; hit rate 0.71% among 290,000; purified Giardia FBPA; A8B2U2; AID 2451; also: potency is read from the fitted curve at half-maximal effect; nearly all actives have a fitted effect of over 55% in size
Target sequence (A8B2U2 whole entry, looked up): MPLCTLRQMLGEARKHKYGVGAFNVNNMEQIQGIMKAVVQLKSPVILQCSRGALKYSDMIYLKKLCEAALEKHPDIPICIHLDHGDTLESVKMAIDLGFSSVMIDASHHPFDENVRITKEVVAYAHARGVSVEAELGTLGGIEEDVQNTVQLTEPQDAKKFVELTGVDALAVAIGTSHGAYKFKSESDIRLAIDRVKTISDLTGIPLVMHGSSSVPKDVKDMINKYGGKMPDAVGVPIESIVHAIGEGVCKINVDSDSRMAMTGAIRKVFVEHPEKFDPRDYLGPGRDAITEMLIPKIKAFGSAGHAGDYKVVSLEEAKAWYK
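Giardia FBPA (40 nM reagent) was preincubated 10 min at RT with compound (up to 57.5 uM final), then substrate plus GAPDH/TPI/NAD/arsenate coupling system with diaphorase/resazurin was added; resorufin fluorescence (525/598 nm) was read after 20 min.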
AmpC detergent – inhibitors of E. coli AmpC beta-lactamase with detergent | Potency, µM (top dose mostly 114 µM), for the others: top-dose activity change, negative = inhibition, actives largely listed as inhibitors | AID 485294 | hit rate 0.041% among 370,000 | P00811 | AmpC hydrolysis of nitrocefin, absorbance 480 nm, 0.01% Triton;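 also: potency is read from the fitted curve at half-maximal effect; 0% = no-compound wells and -100% = no-enzyme wells; nearly all actives have a fitted effect of over 25% in size; some results filed as inactive show a strong effect at the top dose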
Target sequence (P00811 whole entry, looked up): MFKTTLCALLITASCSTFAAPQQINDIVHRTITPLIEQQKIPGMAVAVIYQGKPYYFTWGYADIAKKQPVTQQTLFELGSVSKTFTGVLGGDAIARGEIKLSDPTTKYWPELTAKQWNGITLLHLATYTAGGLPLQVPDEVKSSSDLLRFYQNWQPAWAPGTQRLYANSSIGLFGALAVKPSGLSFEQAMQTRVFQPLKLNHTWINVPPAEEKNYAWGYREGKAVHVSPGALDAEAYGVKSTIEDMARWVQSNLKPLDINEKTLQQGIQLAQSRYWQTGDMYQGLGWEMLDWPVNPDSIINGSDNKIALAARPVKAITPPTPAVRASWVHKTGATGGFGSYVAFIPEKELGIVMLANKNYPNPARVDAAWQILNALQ
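AmpC (5.3 nM in the dispensed reagent) in 20 mM phosphate pH 7.0 with 0.01% (detergent screen) or 0.0001% Triton X-100 was preincubated with compounds for 15 min at room temperature. Nitrocefin was then added from an 800 uM solution, and hydrolysis was followed at 480 nm.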
HCMV inh – inhibitors of human cytomegalovirus | HFF cells, HCMV-luciferase reporter, 72 h; active compounds read low | activity change, negative = inhibition, % at 57.5 µM | hit rate 4.5% among 410,000 | AID 1259415; in the data active = activity change below about -60%; inconclusive = no clear call, values can overlap the other calls; inactive = above about -39%
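Inhibition of viral replication was scored as loss of reporter luminescence in HFFs infected with HCMV-luciferase (MOI 1 PFU/cell) for 72 h; compounds tested at 2 doses, normalized to buffer and Salinomycin controls.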
HCV inh – blocks hepatitis C virus. Huh7.5.1 HCVcc-Cre infection, luciferase reporter, 44 h. Potency, µM (doses to about 41.8 µM), for the others: top-dose activity change, negative = inhibition, most hits filed as inhibitors. hit rate 3.4% among 340,000; also: potency is read from the fitted curve at half-maximal effect
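After 44 h co-culture of compound, cells and HCVcc-Cre (~0.5 moi), substrate is added for 15 min at room temperature and luciferase measured over 15 sec. Cells were seeded at 1,000/well and pre-cultured 4 h.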
AMA1 RON2 block – inhibitors of Plasmodium falciparum AMA1-RON2 interaction | AlphaScreen AMA1-biotinylated RON2 peptide binding | Potency, µM (top dose mostly 58.2 µM), for inactives: at the top dose activity change, negative = inhibition, usual class: inhibitors | hit rate 0.2% among 360,000;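 also: potency is read from the fitted curve at half-maximal effect; 0% = vehicle wells and -100% = peptide control; nearly all actives have a fitted effect of over 45% in size; some results filed as inactive show a strong effect at the top dose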
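AMA1 (3D7) with his tag at 25 nM final met compounds first, then biotinylated RON2 peptide at 25 nM; detection used donor plus acceptor beads, 10 µg/mL apiece, read by AlphaScreen after 30 min at room temperature.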
Sm TGR inh – blocks Schistosoma mansoni thioredoxin glutathione reductase | Q962Y6 | purified TGR, DTNB reduction, TNB absorbance 405 nm | AID 485364 | hit rate 3% among 360,000 | Potency, µM (doses to about 114 µM), without a hit: at the top dose activity change, negative = inhibition, most hits filed as inhibitors; also: potency is read from the fitted curve at half-maximal effect; nearly all actives have a fitted effect of over 60% in size
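Kinetic colorimetric format: TGR-catalysed, NADPH-driven DTNB reduction monitored via TNB absorbance. Enzyme dispensed at 20 nM; compound exposure 15 min at room temperature before reaction start.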
Active calls of the source: *; ? = inconclusive; · = no result given; & = joins results of further samples; [ ] = dose if it differs, or a comment. Unless noted, calls follow the shape of the dose curve; as a rule, active = well fitted curve in the direction sought with a large enough effect; inconclusive = small, poorly fitted or top-dose-only effect, or another doubt; inactive = no such curve, though single readings can be large; an effect the other way counts as inactive or inconclusive. Unless noted, % is scaled to controls: 0 for no effect and ±100 for the full control effect.

Field names – A = FBPA Giardia inh; B = AmpC detergent; C = HCMV inh; D = HCV inh; E = AMA1 RON2 block; F = Sm TGR inh
CN(CCC1CCOCC1)C(=O)CC1C(=O)NCCN1CC1CCCCC1 (configuration not stated)
  A = -22% | B = -6% | C = -35 | D = 20% | E = 10% | F = -13%[57.1 µM]
Cc1cc(NC(=O)CCC(=O)N(CC(=O)NC2CCCC2)c2ccc(F)cc2)no1
  A = · | B = 4% | C = -19 | D = -41% | E = -10% | F = -10%
CCCNC(=O)c1cccc(COc2ccccc2OC)c1
  A = 3% | B = -14% | C = 37 | D = -12% | E = -2% | F = -6%
Cc1ccc(CC(=O)NCC(O)c2ccccc2)cc1 (configuration not stated)
  A = -3% | B = -7% | C = 26 | D = -6% | E = -8% | F = 0%
CCOc1ccc(CNC(=O)C2CCN(c3nnc(-n4cccc4CNc4ccc(C)cc4)s3)CC2)cc1OC
  A = · | B = -8% | C = -18 | D = · | E = · | F = ?
Cc1ccc(NC(=O)Cn2ncn3c(cc4ccccc43)c2=O)cc1C
  A = · | B = 24% | C = 7 | D = · | E = · | F = 0%
O=C(NCCS(=O)(=O)NCc1ccco1)c1ccccc1
  A = · | B = ? | C = -15 | D = 4%[8.37 µM] | E = -13% | F = -1%
Cc1ccc(C(=O)c2ncc[nH]2)cc1
  A = · | B = -8% | C = 29 | D = -19% | E = -7% | F = -2%
O=C(c1nc2ccccn2c1CN1CCCC(OCc2ccccc2)C1)N1CCCC1 (configuration not stated)
  A = 0% | B = 2% | C = -18 | D = -1% | E = -6% | F = 0%
O=[N+]([O-])c1ccc(O)c(C=Nc2cccc3ncccc23)c1
  A = ? | B = -15% | C = 129 | D = -7% | E = 14% | F = ?
Cc1c(CC(=O)N2CCC(C(=O)O)CC2)c(=O)oc2cc3c(cc12)CCC1(CCCCC1)O3
  A = 11% | B = -12% | C = 1 | D = 18% | E = -1% | F = 8%
COc1ccc(N2C(=O)c3ccc(C(=O)Nc4ccccc4OC)cc3C2=O)cc1
  A = 4% | B = -9% | C = -38 | D = 1% | E = 12% | F = 1%
Cc1nonc1C(=O)N/N=C/c1cc2c(cc1Br)OCO2
  A = -12% | B = 3% | C = ? | D = -3% | E = 0% | F = 7%
C=CCN(CC=C)c1ncnc2[nH]ncc12
  A = · | B = · | C = -86* | D = -5% | E = -1% | F = ·
S=C(NC1CCCC1)N1CCN(C/C=C/c2ccccc2)CC1
  A = -1% | B = -11% | C = -64* | D = 10µM* | E = 14% | F = 1%
CSCCC(NC(=O)c1ccc(Cl)cc1Cl)C(=O)NNC(=O)c1csc(N2CCOCC2)n1 (configuration not stated)
  A = -9% | B = -6% | C = 18 | D = 1% | E = 76%[activator] | F = 7%
O=C(OCCN1C(=O)c2cccc3c(N4CCOCC4)ccc(c23)C1=O)c1ccccc1Cl
  A = 6% | B = -5% | C = ? | D = ? | E = 31%[activator][11.6 µM] | F = -4%
Cc1ccccc1C(=O)N1CCN(c2ccc([N+](=O)[O-])c(NCc3cccnc3)c2)CC1
  A = -4% | B = ? | C = ? | D = ? | E = -3% | F = -7%
COc1ccc2c(c1)C=CC1(O2)N(CCO)c2ccccc2C1(C)C (configuration not stated)
  A = ? | B = 7% | C = · | D = ? | E = 9% | F = -30%
Cc1ccccc1NC(=O)C(Cc1ccccc1)n1cccc1 (configuration not stated)
  A = -1% | B = 8% | C = 0 | D = 30%[activator] | E = -7% | F = -2%
Cc1ccccc1OCC(O)CN1CCC(C)CC1 (configuration not stated)
  A = 0% | B = -5% | C = ? | D = 2% | E = 4% | F = -22%
CCOC(=O)N1CCN(Cc2nc3c(c(=O)[nH]c(=O)n3C)n2Cc2cc(C)ccc2C)CC1
  A = -6% | B = ? | C = · | D = 3% | E = 1% | F = 9%
C[C@@H]1CCC[C@]2(O[C@@H](CCO)C[C@H](O)[C@H]2O)O1
  A = · | B = · | C = 12 | D = 10% | E = 4% | F = ·
COc1ccc(CNC(=O)Cn2ccc(NC(=O)OCc3ccccc3)nc2=O)cc1
  A = · | B = -5% | C = -11 | D = 9% | E = 5% | F = -15%
CC(=O)N[C@@H](Cc1ccc(OC(F)(F)F)cc1)C(=O)O
  A = 0% | B = -2% | C = 13 | D = -6% | E = 6% | F = -1%
COc1cc(-c2noc(C)c2C(=O)NCCc2ccccc2)cc(OC)c1OC
  A = · | B = · | C = 25 | D = -2% | E = 14% | F = ·
Cc1ccc(C(=O)Nc2cccnc2)cc1S(=O)(=O)N1CCCC1
  A = · | B = 9% | C = 7 | D = · | E = -1% | F = 0%
CC(C)c1cccc(C(C)C)c1NC(=O)CCN1C(=O)NC2(CCCC2)C1=O
  A = · | B = 6% | C = 9 | D = 13% | E = -4%[11.6 µM] | F = -2%
O=C(CN1C(=O)c2ccccc2S1(=O)=O)NCCC1=CCCCC1
  A = -5% | B = 2% | C = 70 | D = 1%&4% | E = 2% | F = 4%
COc1ccc(S(=O)(=O)N(CCCN2CCOCC2)Cc2cccc(OC)c2OC)cc1
  A = 7% | B = -12% | C = 13 | D = -10% | E = 0% | F = -9%
Cc1cc(=O)[nH]c(SCC(=O)N2C(C)CCCC2C)n1 (configuration not stated)
  A = · | B = 4% | C = 14 | D = 6% | E = 4% | F = -4%
O=C(NCCC(=O)N1CCN(S(=O)(=O)c2ccccc2Cl)CC1)Nc1ccccc1
  A = · | B = 3% | C = -6 | D = ? | E = -9% | F = -4%
CN(C)C(=O)CSc1cccc2cccnc12
  A = -4% | B = -14% | C = -7 | D = ? | E = -3% | F = -13%
Cc1ccc(-c2nc(C3CCCN(S(=O)(=O)c4ccc(C(F)(F)F)cc4)C3)no2)cc1 (configuration not stated)
  A = 1% | B = -5% | C = · | D = 14% | E = 0% | F = 13%
CCNc1nc(NCC)n2c(SCC(=O)Nc3ccccc3Cl)nnc2n1
  A = · | B = -13% | C = -30 | D = ? | E = -22% | F = 8%
Cc1cc(C)cc(NC2=NC3(CCCCC3)N=C(N)N2)c1
  A = -2% | B = -6% | C = ? | D = -19% | E = 3% | F = 5%[11.4 µM]
N#Cc1c(N)oc(-c2cccs2)c1-c1cccs1
  A = ? | B = 2% | C = 38 | D = 4% | E = -5% | F = -21%
CCn1c2ccccc2c2cc(NC(=O)COC(=O)c3ccccc3Br)ccc21
  A = 0% | B = -16% | C = ? | D = ? | E = 2% | F = -2%
CS(=O)(=O)N1CCC(C(=O)NCc2ccccc2)CC1
  A = 10% | B = 1% | C = 38 | D = 27% | E = 30%[activator] | F = 22%
CC(=O)Nc1cc2c(cc1C(=O)c1ccc(C)cc1)OCCO2
  A = 7% | B = 0% | C = 41 | D = -11% | E = -4% | F = 7%
COc1cc(NC(=S)N2CCC(C(N)=O)CC2)c(OC)cc1Cl
  A = -14% | B = 4% | C = ? | D = 5% | E = 1% | F = 4%
Cc1ccc(S(=O)(=O)N(C)C)cc1NC(=O)C(C)OC(=O)c1cc[n+]([O-])cc1 (configuration not stated)
  A = · | B = · | C = -19 | D = -20% | E = -6% | F = ·
Cc1ccc(S(=O)(=O)Nc2ccc(NC(=O)Nc3cccc(C(F)(F)F)c3)cc2)cc1
  A = -4% | B = 2% | C = -62* | D = ? | E = 2% | F = -2%
Cc1ccc(S(=O)(=O)C(C#N)c2nc3ccccc3nc2N2CCCC2)cc1C (configuration not stated)
  A = ? | B = -11% | C = 21 | D = 5% | E = -2% | F = -14%
O=C(CCCOc1ccc(Cl)cc1Cl)NCc1ccncc1
  A = -1% | B = 1% | C = 0 | D = -21% | E = -1% | F = 13%
CCc1cc2c(SCC(=O)Nc3ncc(Cl)c(C)c3Cl)ncnc2s1
  A = -7% | B = -1% | C = -16 | D = -1% | E = -1% | F = -8%
CC1(C)O[C@@H]2C[C@H]3[C@@H]4C[C@H](F)C5=CC(=O)CC[C@]5(C)[C@H]4[C@@H](O)C[C@]3(C)[C@]2(C(=O)CO)O1
  A = -10% | B = ? | C = 47 | D = 3%[8.37 µM] | E = 0% | F = 7%
COc1ccccc1-n1c(CNCC2CCCO2)nc2ccccc2c1=O (configuration not stated)
  A = -5% | B = -11% | C = 20 | D = 15% | E = 4% | F = 2%
CN(CCN1CCOCC1)Cc1nc(-c2ccc(Cl)cc2)no1
  A = 3% | B = -4% | C = -8 | D = -30% | E = -7% | F = -8%
CC(OC(=O)CCN=C1NS(=O)(=O)c2ccccc21)C(=O)Nc1ccc(F)cc1Cl (configuration not stated)
  A = · | B = -7% | C = -33 | D = ? | E = 6% | F = 2%

Following part:
Field names – A = FBPA Giardia inh; B = AmpC detergent; C = HCMV inh; D = HCV inh; E = AMA1 RON2 block; F = Sm TGR inh
CCn1cc(C(=O)N2CCN(c3ccc(F)cc3)CC2)c(=O)c2cc(S(=O)(=O)N3CCOCC3)ccc21
  A = · | B = 3% | C = 10 | D = · | E = · | F = 0%
NCCNC(=O)Cc1cccc(NC(=O)Cc2ccc(Nc3ncnc4c3ncn4[C@@H]3O[C@H](CO)[C@@H](O)[C@H]3O)cc2)c1
  A = 5% | B = -5% | C = 44 | D = -8% | E = 8% | F = -17%
COc1ccc(-c2cc(C(=O)Nc3c(C)n(C)n(-c4ccccc4)c3=O)no2)cc1OC
  A = 6% | B = 2%&21% | C = 1&-7 | D = 6% | E = -2% | F = 1%&0%
COc1ccccc1-c1cc(C(=O)N2CCN(c3ccccc3OC)CC2)no1
  A = 1% | B = -12% | C = 23 | D = ? | E = -13% | F = 9%
CCOC(=O)c1c(C=O)c2ccccc2n1CC
  A = 3% | B = 1% | C = -36 | D = ? | E = -1% | F = 6%
CCOC(=O)C1=C(C)N=C2SCCC(=O)N2C1c1cc(Br)ccc1OC (configuration not stated)
  A = · | B = · | C = 31 | D = -3% | E = 1% | F = ·
COc1cccc(CNC(=O)CCS(=O)(=O)c2cccc3nsnc23)c1
  A = -3% | B = -6% | C = 60 | D = 21%&0% | E = 0% | F = -7%
CSC(=Nc1ccccc1)C(C#N)c1nc2ccccc2[nH]1 (configuration not stated)
  A = -15% | B = 6% | C = -30 | D = -23% | E = 13% | F = -3%
Cc1ccc(-n2[nH]c(C)c(C=NC34CN5CN(CN(C5)C3)C4)c2=O)cc1C
  A = -4% | B = 3% | C = 5 | D = 5% | E = 5% | F = 3%
O=C(N1CCOCC1)N1CCC(c2nc(-c3ccc(S(=O)(=O)N4CCOCC4)cc3)no2)CC1
  A = 0% | B = -8% | C = -32 | D = 13%&14% | E = 10% | F = -35%
Cc1ccsc1C(=O)C1CCCN(CCO)C1 (configuration not stated)
  A = 12% | B = 9% | C = -9 | D = 8% | E = 3% | F = 11%
CCN1CCc2nc(NC(=O)c3ccccc3)sc2C1
  A = -20% | B = 2% | C = 23 | D = -3% | E = 9% | F = 3%

Record cards (already shown).
`CCN1CCc2nc(NC(=O)c3ccccc3)sc2C1` in the list: FBPA Giardia inh = -20%; AmpC detergent = 2%; HCMV inh = 23; HCV inh = -3%; AMA1 RON2 block = 9%; Sm TGR inh = 3%
`CSC(=Nc1ccccc1)C(C#N)c1nc2ccccc2[nH]1` (configuration not stated) in the list: FBPA Giardia inh = -15%; AmpC detergent = 6%; HCMV inh = -30; HCV inh = -23%; AMA1 RON2 block = 13%; Sm TGR inh = -3%
